# Screening results from PubChem BioAssay.
# CDK5 p35 inh: inhibitors of human CDK5/p35 kinase, primary screen, biochemical, single concentration; Cyclin-dependent kinase 5 (Homo sapiens) + Cyclin-dependent kinase 5 activator 1 (Homo …; Recombinant CDK5/p35, ADP-Glo luminescence, 60 min; inhibition, % at 10 µM; actives 0.01% (n = 330,000); AID 488839, 2010;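 active = highest replicate inhibition of at least 50% and at least 75% of replicates reaching 50%; inconclusive = only one of the two criteria met; inactive = both criteria failed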;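 also: plate controls were DMSO neutral control for no effect and GW8510 at 10 µM for full effect; many of its hits are not listed in these tables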
# Target sequence (Q00535 whole entry, looked up): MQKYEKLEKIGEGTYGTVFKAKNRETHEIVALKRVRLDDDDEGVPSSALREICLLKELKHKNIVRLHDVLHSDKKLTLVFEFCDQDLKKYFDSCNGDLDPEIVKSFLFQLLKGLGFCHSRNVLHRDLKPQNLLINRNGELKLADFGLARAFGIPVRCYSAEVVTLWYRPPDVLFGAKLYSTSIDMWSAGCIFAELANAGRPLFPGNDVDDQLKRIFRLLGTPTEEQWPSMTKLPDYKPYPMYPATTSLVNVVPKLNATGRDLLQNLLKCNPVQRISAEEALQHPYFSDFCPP
# Target sequence (Q15078 whole entry, looked up): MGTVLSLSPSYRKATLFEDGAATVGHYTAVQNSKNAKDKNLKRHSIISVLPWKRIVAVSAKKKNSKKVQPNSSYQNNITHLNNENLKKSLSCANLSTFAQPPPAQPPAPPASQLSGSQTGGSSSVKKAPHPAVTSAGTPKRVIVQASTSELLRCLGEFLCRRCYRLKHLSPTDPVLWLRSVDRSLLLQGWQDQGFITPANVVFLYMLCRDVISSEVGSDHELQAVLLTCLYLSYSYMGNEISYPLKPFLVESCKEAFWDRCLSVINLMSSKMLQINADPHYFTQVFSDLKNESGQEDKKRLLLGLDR
# PKA-R1A activ: activators of PKA-R1A holoenzyme, primary screen, biochemical, fluorescence polarization, Cy5-IP20, bovine R1A, mouse PKAc. cAMP-dependent protein kinase type I-alpha regulatory subunit (Bos taurus) + …. PKA-R1A dissociation; scaled: DMSO 0%, 113 µM cGMP 100%. activation, % at 11.4 µM. actives 0.083% (n = 340,000);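 active = percent activation above the mean of all tested compounds plus 3 SD, cut at about 19% in these data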;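 also: higher means more PKAc released from R1A so a rise in polarization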
# PKA-R2B activ: activators of PKA-R2B holoenzyme, primary screen, biochemical, fluorescence polarization, Cy5-IP20, human; cAMP-dependent protein kinase catalytic subunit beta (Homo sapiens) + cAMP-dependent …; AID 504700, 2011; PKA-R2B holoenzyme dissociation; R2B truncated from residue 108, S112A mutant; 0% DMSO only, 100% 113 µM cGMP; activation, % at 11.4 µM; actives 0.079% (n = 340,000);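 active = activation above a cutoff set at the mean over all compounds plus 3 SD, cut at about 18% in these data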;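 also: higher means more holoenzyme dissociation and a rise in polarization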
# NSD2 inh: NSD2 histone methyltransferase inhibitors, primary screen, biochemical, AlphaScreen, single concentration, set 2 | Histone-lysine N-methyltransferase NSD2 (Homo sapiens), O96028 | NSD2 peptide methylation, 120 min | inhibition, % at 12.5 µM | actives 0.54% (n = 310,000); in the data active = inhibition above about 50%
# dFosB act: activators of delta FosB homodimer, primary screen, biochemical, fluorescence polarization, TAMRA-CDK5 oligo, single point. Protein FosB (Mus musculus), P13346. purified delta FosB; percent of positive-control signal above neutral wells. activation, % at 25 µM. actives 0.99% (n = 340,000). AID 493131, 2011;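 active = mean activation above about 17%, with every replicate also reaching it, limit read from the data, passing the limit was not always enough; inconclusive = only one of the two conditions met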;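 also: fluorescence polarization rise as delta FosB binds a TAMRA Cdk5 AP-1 oligo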
# Target sequence (P13346 whole entry, looked up): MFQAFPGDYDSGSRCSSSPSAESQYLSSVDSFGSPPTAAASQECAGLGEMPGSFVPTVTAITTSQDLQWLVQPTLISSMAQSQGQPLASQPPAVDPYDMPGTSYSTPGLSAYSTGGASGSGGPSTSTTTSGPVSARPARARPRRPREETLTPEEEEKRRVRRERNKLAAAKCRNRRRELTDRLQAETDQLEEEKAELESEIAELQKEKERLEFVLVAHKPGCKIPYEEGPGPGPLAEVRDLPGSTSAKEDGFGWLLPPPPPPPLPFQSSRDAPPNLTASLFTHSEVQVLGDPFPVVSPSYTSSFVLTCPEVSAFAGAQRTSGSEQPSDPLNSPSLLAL
# MITF act: activators of MITF-driven TRPM1 promoter reporter, primary screen, cell-based, SK-MEL-5, luciferase, single point; activation, % at 12.5 µM; SK-MEL-5 TRPM1-promoter luciferase, 24 h; % of positive control, neutral wells = 0; AID 588334, 2011; actives 0.75% (n = 300,000);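 active = mean activation of at least 80% with every replicate also reaching 80%; inconclusive = mean reaches 80% but some replicate falls short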;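 also: 0% = neutral control wells and 100% = parthenolide positive control wells; values of inactives mirror those of a sister screen read the other way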
# SR-BI DiI inh: inhibitors of SR-BI mediated HDL lipid uptake, primary screen, ldlA[mSR-BI] cells, fluorescence, single point | Scavenger receptor class B member 1 (Mus musculus), Q61009 | actives 0.96% (n = 320,000) | ldlA[mSR-BI] CHO cells, DiI-HDL uptake fluorescence, 3 h | inhibition, % at 12.5 µM;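 active = mean replicate inhibition of at least 70% and a set share of replicates each scoring 70 or more; inconclusive = meets just one of the two criteria; inactive = fails both criteria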;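 also: 0% = median of neutral control wells and 100% = median of positive control wells; values of inactives mirror those of a sister screen read the other way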
# Pemphigus Ab inh: inhibitors of pemphigus antibody binding to DSG3, primary screen, biochemical, bead-based, flow cytometry, scFv-GFP. actives 0.48% (n = 310,000). DSG3-coupled beads, scFv-anti-DSG3-GFP binding; hits give low values. Desmoglein-3 (Homo sapiens), P32926. binding (percent of control), % at 10 µM;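 active = binding more than 3 SD below its plate's average and above zero; inconclusive = below that plate limit but binding exactly zero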;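 also: hits lower antibody fragment binding to DSG3; some compounds called inactive have numbers as strong as hits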
# SR-BI DiI-HDL act: activators of SR-BI mediated DiI-HDL uptake, primary screen, ldlA[mSR-BI] CHO cells, DiI fluorescence; 3 h; 100 = double the neutral-control signal; activation, % at 12.5 µM; actives 0.096% (n = 320,000); AID 504775, 2011;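 active = mean replicate activation of at least 60% and every replicate at or above 60%; inconclusive = mean or all-replicate condition met, but not both; inactive = mean below 60% and not all replicates reaching 60%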;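 also: 0% = median plate neutral-control signal and 100% = twice that signal; values of inactives mirror those of a sister screen read the other way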
#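 Material – SR-BI-overexpressing, LDLR-lacking CHO cells · Medium – BSA-supplemented, HEPES-buffered Ham's F12, pH 7.4 · Doses – single concentration · Times – compound with DiI-HDL co-incubation, 3 h at 37 °C · Measured by – bottom-read fluorescence, 550/595 nm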
# Arr AP2 block: inhibitors of beta-arrestin/AP2 binding, primary screen, biochemical, GPCR trafficking, flow cytometry | beta-arrestin 1 C-terminal peptide binding to AP2 beta2-adaptin appendage (human) | FITC-arrestin peptide / GST-AP2 beads; AP2 beta2 appendage carries R879A mutation | inhibition, % at 10 µM | actives 0.31% (n = 340,000);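 active = inhibition above a set limit, near 3 SD of compounds lacking own fluorescence, cut at about 54% in these data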;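 also: plate controls were DMSO wells for no effect and 5 µM unlabelled arrestin peptide for full effect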
#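 System: GST-AP2 R879A glutathione beads; medium: PBS, Tween 20 0.05%, BSA 0.1%; reagent: fluorescein-tagged arrestin peptide at 50 nM final; schedule: pre-incubation 12 min, peptide binding 1 h, room temperature; detection: flow cytometry, FL1 (488/535 nm); read-out: inhibition as reduced fluorescein signal on beads, percent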
# Mot1-301 SUMO: yeast Mot1-301 growth rescue at high temperature, primary screen, SUMOylation pathway inhibitor project, S. cerevisiae, ATP luminescence, 38.5C; AID 2716, 2010; S. cerevisiae Mot1-301 growth rescue; percent above DMSO median, 100 means doubled; growth rescue, % at 18.8 µM; actives 1% (n = 320,000);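 active = every valid replicate shows activation above 250% relative to neutral control wells; inactive = the rest, any valid replicate at or below 250%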;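 also: OY570 slx delta 5 strain wells were the positive control but not used for scaling; some compounds called inactive have numbers as strong as hits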
# An asterisk follows results filed as active; ? = inconclusive; nt = not tested or not shown.
# Order of results – Pemphigus Ab inh, PKA-R1A activ, SR-BI DiI-HDL act, Arr AP2 block, PKA-R2B activ, NSD2 inh, CDK5 p35 inh, dFosB act, SR-BI DiI inh, Mot1-301 SUMO, MITF act
> CC(C)(C)c1cnnn1-c1ccc(C(=O)CCl)cc1
 : nt, -14, 6, 20, -6, 3, 1.4, 0, -6, 37, -23
> O=C(CSc1ncn[nH]1)Nc1ccc([N+](=O)[O-])cc1Br
 : 98, -17, -12, -7, -7, -6, -2.2, -1, 12, nt, 18
> O=C(Nc1ccccc1)c1csc(-c2ccccc2)n1
 : 102, -3, 6, 23, -6, 4, 1.5, -10, -6, -16, 15
> Cc1cccc(NC(=O)CSc2ncnc3c2oc2ccccc23)c1
 : 99, -18, 9, 1, -10, nt, 0.5, 10, -9, -4, 7
> C=CCNC(=S)Nc1c(N)n(C)c(=O)n(C)c1=O
 : 102, 1, 33, 21, -10, 9, -2.6, -4, -33, -20, -9
> COc1cc(S(=O)(=O)N2CCN(C(=O)c3ccco3)CC2)c(OC)cc1C
 : 111, -14, 0, 3, -3, nt, -0.1, -5, 0, -5, -2
> O=C(CCNS(=O)(=O)c1ccc(Br)cc1)NCCCSc1ccccc1
 : 103, 6, 4, 30, -3, 3, -1.5, -6, -4, -4, 2
> COc1cccc(S(=O)(=O)NCC(=O)N2CCCCCC2)c1
 : 115, 0, -11, -4, -4, -1, -1.2, 4, 11, -12, nt
> CCOc1cc(CNc2ccc3c(c2)OCCO3)cc(Br)c1OCC
 : 109, -5, -26, 3, -10, 6, -1.2, -4, 26, 6, -48
> O=C(CN(c1ccc(Cl)cc1)S(=O)(=O)c1ccccc1)N1CCN(c2ccccc2)CC1
 : 100, -2, -19, 1, -12, 2, -1.0, -9, 19, nt, nt
> COc1ccc(-c2nc(CN3CCN(c4cc(C)nc(C)c4)CC3)c(C)o2)c2ccccc12
 : 109, -9, -17, 10, -3, 5, 0.0, ?, 17, 14, 18
> O=C(NNc1ccccc1)C(=O)NNc1ccccc1
 : 90, -4, 6, 16, -3, -1, 0.9, 6, -6, nt, 4
> Cc1ccc(NC(=O)c2cccnc2C(=O)Nc2ccc(C)cc2)cc1
 : 96, -11, -14, 7, -5, -1, -0.7, 0, 14, -1, -7
> CCOc1ccc(C(=O)Nc2ccc(Cc3ccncc3)cc2)cc1Br
 : 95, -9, -16, 43, -6, -5, 1.0, 4, 16, 4, 8
> CCCCOP(=O)(OCCCC)C1(C)CC(=O)CC(C)(C)C1 (stereo not drawn)
 : 120, -6, -4, 39, 0, -3, -0.2, -7, 4, nt, 5

# (further entries)
# Order of results – Pemphigus Ab inh, PKA-R1A activ, SR-BI DiI-HDL act, Arr AP2 block, PKA-R2B activ, NSD2 inh, CDK5 p35 inh, dFosB act, SR-BI DiI inh, Mot1-301 SUMO, MITF act
> COc1ccc(C)cc1N(C)C(=O)c1coc(=O)c2ccccc12
 : 108, 5, 11, 26, -8, 7, -0.2, -2, -11, -5, -9
> COc1ccc(C(CNC(=O)c2oc3ccc(C)cc3c2C)N2CCCCC2)cc1 (stereo not drawn)
 : 104, -20, 19, 34, -2, -2, -0.4, 6, -19, nt, 20
> CC(C)C[C@@H]1NC(=O)N(CCN2CCOCC2)C1=O
 : 112, -10, 2, 24, 3, 0, 0.1, -3, -2, -1, -6
> O=C(CN1CCCCCC1)Nc1cc([N+](=O)[O-])ccc1Cl
 : 125, -7, -19, 3, 1, 24, 7.1, 0, 19, 5, -1
> O=C(Cc1ccc(S(=O)(=O)N2CCOCC2)s1)NCC1CCCCC1
 : 101, -4, 3, 24, 0, 5, -0.5, -6, -3, 273, 4
> CCOc1ccccc1N1CCN(C(=O)C(F)(F)F)CC1
 : 110, 2, 21, 6, 10, 0, -2.0, 7, -21, 9, 3
> CC1CCC(N2CC(=O)N(Cc3ccc4c(c3)OCO4)C(c3ccc(F)cc3)C2=O)CC1 (stereo not drawn)
 : 103, 10, 17, 17, -10, 1, 0.5, -2, -17, -4, -3
> COc1cccc(CNS(=O)(=O)c2ccc3c(c2)CCN3C(=O)C2CC2)c1
 : 102, -1, -5, -2, -6, -2, 0.3, -4, 5, nt, 8
> COc1ccc(/C=C/C(=O)c2ccc(NC(=O)c3cccs3)cc2)cc1OC
 : nt, 7, -38, 4, -1, -1, 0.6, -9, 38, -9, nt
> CC1(c2ccc(Cl)cc2Cl)NC(=O)N(CC(=O)Nc2ccc3[nH]c(=O)[nH]c3c2)C1=O (stereo not drawn)
 : 102, -10, 13, -7, 4, 1, -0.3, 0, -13, -11, 0
> CCOC(=O)c1c2ccc(OCC(=O)NN)cc2n2ccccc12
 : 103, -10, -17, 18, -10, 7, 3.0, -8, 17, -3, 7
> CCN(C(=O)c1cc2c(=O)[nH]c3ccc(C)cc3c2s1)c1ccc(OC)cc1
 : 101, -4, -46, -3, -3, 2, 3.0, -25, 46, -20, 11
> Cc1ccc(S(=O)(=O)N2CCC(C(=O)Nc3ccccc3N3CCCC3)CC2)cc1
 : 106, 11, -11, 14, -2, -6, 0.1, -6, 11, nt, -14
> O=[N+]([O-])c1cc(C(F)(F)F)ccc1NCCCCNS(=O)(=O)c1ccc2ccccc2c1
 : 98, -8, 35, -2, -18, 1, 5.5, 6, -35, 12, -6
> Cn1c(N)c(-c2nc3cccnc3n2C)sc1=S
 : 94, -5, -5, 7, -4, -3, -5.6, -6, 5, -6, -1

# Ordered by value in SR-BI DiI inh (low to high): six of the compounds above
compound,SR-BI DiI inh
CCOc1ccccc1N1CCN(C(=O)C(F)(F)F)CC1,-21
COc1ccc(C(CNC(=O)c2oc3ccc(C)cc3c2C)N2CCCCC2)cc1 (stereo not drawn),-19
CC1(c2ccc(Cl)cc2Cl)NC(=O)N(CC(=O)Nc2ccc3[nH]c(=O)[nH]c3c2)C1=O (stereo not drawn),-13
CC(C)C[C@@H]1NC(=O)N(CCN2CCOCC2)C1=O,-2
O=C(CN1CCCCCC1)Nc1cc([N+](=O)[O-])ccc1Cl,19
COc1ccc(/C=C/C(=O)c2ccc(NC(=O)c3cccs3)cc2)cc1OC,38

# Additional entries
# Order of results – Pemphigus Ab inh, PKA-R1A activ, SR-BI DiI-HDL act, Arr AP2 block, PKA-R2B activ, NSD2 inh, CDK5 p35 inh, dFosB act, SR-BI DiI inh, Mot1-301 SUMO, MITF act
> Cc1cccc(C)c1NC(=O)CN
 : 88, -10, 7, 11, -9, nt, -0.1, 2, -7, -3, -4
> O=C(COc1ccccc1)NCC(c1ccco1)N1CCCCC1 (stereo not drawn)
 : 120, -2, 20, 9, -3, 1, 1.1, -7, -20, -4, 0
> COC(=O)c1ccc(CN2C(=O)NC(Cc3c[nH]c4ccccc34)C2=O)cc1 (stereo not drawn)
 : nt, -9, nt, 5, 3, 4, 0.6, -3, nt, -19, 55
> COc1ccc(Cl)cc1NC(=O)CN(C)C(=O)Cc1ccc(-c2ccccc2)cc1
 : 93, -16, -33, -7, 4, 6, -1.8, -7, 33, 5, -10
> CCOC(=O)c1ccc2c(c1)n(CCCS(=O)(=O)[O-])c(/C=C/c1ccc(Cl)cc1)[n+]2CC
 : 107, 1, 20, 8, -14, 6, -4.6, -7, -20, -1, -5
> CC(C)CC(=O)N1CCC(O)(CS(=O)(=O)Cc2ccccc2)CC1
 : nt, 11, 16, 4, -13, 1, -3.7, 7, -16, 11, nt
> Cc1cc(C)cc(OCC(=O)Nc2ccccc2N2CCCCC2)c1
 : nt, 5, -7, 3, 8, 5, -0.1, -1, 7, 10, 9
> O=C(COC(=O)CNC(=O)C1CCCCC1)Nc1ccc(Br)cc1Br
 : 112, 2, -4, 1, -4, 0, -4.0, -5, 4, -7, 13
> COc1ccc(CNC(=O)Nc2ccc(C)cc2C)cc1
 : 100, 6, -12, -7, 6, 0, 0.6, 7, 12, 9, -9
> CC(C)(Oc1ccc(F)cc1)C(=O)OCC(=O)c1ccc(S(C)(=O)=O)cc1
 : 100, 5, 11, 15, 5, -1, -0.7, -7, -11, 2, -6
> Cn1c(=O)[nH]c(=O)c2c1nc(CN1CCN(c3ccccc3F)CC1)n2CCCc1ccccc1
 : 107, 2, 5, 4, 5, -1, 1.0, -1, -5, -1, 8
> CN(Cc1nc2ccccc2c(=O)[nH]1)Cc1nc2ccsc2c(=O)[nH]1
 : 95, 2, 20, 7, 6, 14, -1.4, -6, -20, nt, -4
> COC(=O)[C@]1(CC(C)C)N[C@H](c2ccc(-c3ccccc3)cc2)[C@@H]2C(=O)N(C)C(=O)[C@@H]21
 : 105, 3, -54, -10, -5, nt, -0.9, 4, 54, 6, 1
> COc1ccc(NC(=O)C(Cc2ccccc2)n2cccc2)cc1 (stereo not drawn)
 : 105, -10, 6, 4, -10, -3, -1.3, -15, -6, 10, 3

# Copied from the list:
# Under SR-BI DiI-HDL act, `Cc1cccc(C)c1NC(=O)CN` is listed with 7
# Under MITF act, `CC(C)(Oc1ccc(F)cc1)C(=O)OCC(=O)c1ccc(S(C)(=O)=O)cc1` is listed with -6
